# TAAR1 agonist = human TAAR1 agonists, primary screen, Fluo-8 calcium fluorescence, CHO RD-HGA16 cells. Trace amine-associated receptor 1 (Homo sapiens), Q96RJ0. vehicle wells 0%, saturating PEA agonist 100%. activation, % at 3 µM. 360,000 compounds, 0.99% hits;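 active means activation above the mean activation of all test compounds in the run plus 3 SD, cut at about 38% in these data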
# Target sequence (Q96RJ0 whole entry, looked up): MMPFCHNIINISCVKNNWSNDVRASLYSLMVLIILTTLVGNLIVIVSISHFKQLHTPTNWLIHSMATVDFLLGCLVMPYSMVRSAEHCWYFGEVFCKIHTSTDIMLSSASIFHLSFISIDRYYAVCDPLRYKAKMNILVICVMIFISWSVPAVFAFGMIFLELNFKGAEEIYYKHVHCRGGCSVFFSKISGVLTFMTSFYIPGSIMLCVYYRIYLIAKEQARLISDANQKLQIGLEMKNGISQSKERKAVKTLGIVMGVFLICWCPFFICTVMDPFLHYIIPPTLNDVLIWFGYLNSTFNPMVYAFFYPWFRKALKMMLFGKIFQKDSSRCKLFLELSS
#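 Signal – calcium-sensitive Fluo-8 signal, excitation 470-495, emission 515-575 nm · System – RD-HGA16 (CHO) cells co-expressing Gα16 and hTAAR1 · Incubation – 17-24 h seeding, 75 min 37 °C dye, 30 min RT · Compound dosing – 3 µM single concentration · Repeats – no replicates (n 1)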
# CHRM5 antagonist = human M5 muscarinic receptor antagonists, primary screen, CHO cells, Fluo-8 calcium fluorescence; inhibition, % at 3 µM; AID 624040, 2012; CHO-hM5 cells, ACh EC80; 360,000 compounds, 0.59% hits; Muscarinic acetylcholine receptor M5 (Homo sapiens), P08912;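 active means inhibition above a per-plate cutoff, the mean of that plate's test compounds plus 3 SD, cut at about 27% in these data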;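 further: 0% = acetylcholine EC80 with DMSO and 100% = DMSO without agonist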
# Target sequence (P08912 whole entry, looked up): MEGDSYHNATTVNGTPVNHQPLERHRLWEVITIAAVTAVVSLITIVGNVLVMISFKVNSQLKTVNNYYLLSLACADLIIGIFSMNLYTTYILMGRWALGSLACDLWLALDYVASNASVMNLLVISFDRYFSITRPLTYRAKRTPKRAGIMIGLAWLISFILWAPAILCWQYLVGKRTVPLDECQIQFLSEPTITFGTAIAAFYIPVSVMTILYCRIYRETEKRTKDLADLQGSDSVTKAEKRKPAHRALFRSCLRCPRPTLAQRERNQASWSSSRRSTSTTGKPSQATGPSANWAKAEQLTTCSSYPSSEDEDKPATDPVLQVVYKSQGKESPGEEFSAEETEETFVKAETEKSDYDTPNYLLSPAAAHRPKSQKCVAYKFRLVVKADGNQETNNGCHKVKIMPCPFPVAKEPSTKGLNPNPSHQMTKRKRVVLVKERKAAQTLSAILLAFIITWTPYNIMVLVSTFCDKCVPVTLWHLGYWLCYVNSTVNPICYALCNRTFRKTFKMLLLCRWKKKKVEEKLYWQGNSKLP
# CHO-K1 Ca PAM = nonselective calcium activators in parental CHO-K1 cells, primary screen, counter-screen for M1 PAM project, cell-based, Fluo-8 calcium fluorescence, full deck, 1536-well | ATP EC20; 0% at ATP EC20, 100% at ATP max | 360,000 compounds, 0.02% hits | activation, % at 3 µM;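 active means activation above the run cutoff, the mean activation of all test compounds plus 3 SD, cut at about 40% in these data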;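 further: peak over basal fluorescence ratio in a 140 s read after ATP addition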
# CHRM4 PAM = human M4 muscarinic receptor positive allosteric modulators, primary screen, CHO-K1 cells, Fluo-8 calcium fluorescence; Muscarinic acetylcholine receptor M4 (Homo sapiens), P08173; CHO-K1 hM4/Gqi5, ACh EC20; 0% = ACh EC20, 100% = maximal ACh; activation, % at 3 µM; 360,000 compounds, 0.4% hits; AID 624126, 2012;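 active means activation above its plate's cutoff, the mean activation of sample wells plus 3 SD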; further: some results filed as inactive read as strong as hits
# CRFBP-R2 agonist = agonists of CRF-BP/CRF-R2 complex, primary screen, cell-based, HEK293, calcium dye fluorescence, uHTS. calcium dye fluorescence (FLIPR); percent of saturating CRF peptide response. 350,000 compounds, 0.46% hits. AID 588473, 2011. activation, % at 13.2 µM. CRF-binding protein / CRF receptor 2 complex (human);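 active means activation of at least 50%, plus an integration ratio under a set limit after plate pattern correction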;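 further: plate controls were neutral control wells without compound for no effect and CRF at EC100 for full effect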
# CHRM5 PAM = human M5 muscarinic receptor positive allosteric modulators, primary screen, CHO-K1 cells, Fluo-8 calcium fluorescence; AID 624038, 2012; 360,000 compounds, 0.3% hits; Muscarinic acetylcholine receptor M5 (Homo sapiens), P08912; activation, % at 3 µM; CHO-K1 hM5, ACh EC20 PAM; 0% = ACh EC20, 100% = ACh EC100;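 active means activation above the run cutoff, the mean activation of all test compounds plus 3 SD, cut at about 18% in these data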
#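 Measured by: Fluo-8 calcium fluorescence; material: human M5 receptor in CHO-K1 cells; schedule: Post-acetylcholine fluorescence recording 140 s; benchmarks: low control EC20 acetylcholine (0%), high control EC100 acetylcholine (100%); read-out: Max/basal fluorescence ratio as % of EC20–EC100 ACh window; compound: single dose, 3 µM nominal final test concentration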
# CRFR2-BP antag = antagonists of CRF-BP/CRF-R2 complex, primary screen, cell-based, HEK293, calcium dye fluorescence, uHTS; CRF-induced calcium fluorescence; inhibition, % at 11.8 µM; 350,000 compounds, 0.59% hits; AID 588475, 2011;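 active means inhibition of the ligand-induced calcium signal above about 50% at the single tested concentration, limit read from the data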
# CHRM5 agonist = human M5 muscarinic receptor agonists, primary screen, CHO-K1 cells, Fluo-8 calcium fluorescence. Muscarinic acetylcholine receptor M5 (Homo sapiens), P08912. CHO-K1 hM5 cells; 0% DMSO wells, 100% maximal acetylcholine response. 360,000 compounds, 0.19% hits. activation, % at 3 µM. AID 624037, 2012;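 active means activation above the run's mean over test compounds plus 3 SD, cut at about 23% in these data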;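 further: signal is peak over basal fluorescence ratio across the kinetic read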
# TAAR1 antag = human TAAR1 antagonists, primary screen, Fluo-8 calcium fluorescence, CHO RD-HGA16 cells; inhibition, % at 3 µM; antagonist; 360,000 compounds, 1.5% hits; AID 624466, 2012;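 active means inhibition above a per-plate cutoff, the mean inhibition of test compounds on that plate plus 3 SD, cut at about 49% in these data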;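 further: 0% = DMSO plus EC80 beta-PEA response and 100% = DMSO alone without agonist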
#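 System: CHO RD-HGA16 cells bearing hTAAR1. Reagent: EC80 β-phenethylamine stimulus. Schedule: seeding 17-24 h prior, 75-min 37 °C, 30-min RT dye loading. Signal: Fluo-8 intracellular calcium dye fluorescence, real-time kinetic reads. Read-out: % inhibition from peak post-agonist over basal fluorescence ratio. Benchmarks: vehicle wells and EC80 agonist wells. Replicates: n of 1.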
# * marks the source's active call; other numbers are inactive results; · = not tested or not shown.
cpd	compound	TAAR1 agonist	CHRM5 antagonist	CHO-K1 Ca PAM	CHRM4 PAM	CRFBP-R2 agonist	CHRM5 PAM	CRFR2-BP antag	CHRM5 agonist	TAAR1 antag
1	CCN(CC)S(=O)(=O)c1ccc(/C=C/C(=O)OCC(=O)N(C(C)C)C(C)C)cc1	3	3	24	-5	-1.6	-3	3	3	-8
2	O=C(NCc1ccncc1)c1ccc2nc([C@@H]3O[C@H](CO)[C@H](O)[C@H](O)[C@H]3O)[nH]c2c1	2	-3	20	1	·	-2	·	3	-17
3	CCN1C(=O)[C@H]2[C@@H](c3ccc(-c4ccc5c(c4)OCO5)cc3)N[C@@](Cc3ccccc3)(C(=O)OC)[C@H]2C1=O	0	-2	8	18	5.5	3	-11	4	12
4	CN(/N=C/c1ccc([N+](=O)[O-])o1)c1ccccc1	1	1	16	-2	-1.1	-1	-3	-2	5
5	CCOC(=O)C1=CC[C@@H](c2cc3ccc(OC)cc3n2C)N(S(=O)(=O)c2ccc(C)cc2)[C@H]1C(=O)OCC	17	4	8	6	-0.8	5	20	3	-4
6	O=C(Nc1ccc(N2CCOCC2)cc1)C1CCN(S(=O)(=O)c2ccc3c(c2)OCCO3)CC1	1	10	18	3	8.7	-1	2	2	-10
7	CC(C)Oc1ccc(CNC(=O)c2cc(S(=O)(=O)N3CCOCC3)cn2C)cc1	4	-5	-6	0	-1.9	0	4	-4	-25
8	Cc1ccc(-n2nc(CC#N)c(C#N)c2N)cc1	1	4	17	0	-0.9	-1	0	0	-8
9	CC1(c2ccc(Cl)cc2)NC(=O)N(CC(=O)N2CCN(S(=O)(=O)c3ccccc3)CC2)C1=O (stereo not given)	5	-1	-22	3	-0.5	5	13	-1	-1
10	Fc1ccc(-c2n[nH]c(=S)n2/N=C/c2c[nH]c3ccccc23)cc1	6	-3	0	-5	-0.2	-2	15	-2	9
11	CC(C)Nc1nc(Nc2ccc(Cl)cc2F)c2sccc2n1	5	5	-10	-2	·	-6	·	-3	-32
12	CCOc1ccc(C(=O)C(C)=O)c(OCC)c1	3	3	24	-4	-3.9	-1	42	-2	-5
13	O=C(COC(=O)c1ccc(S(=O)(=O)NCc2ccco2)cc1)Nc1ccccc1	5	11	9	-1	-0.5	2	8	-2	-1
14	O=c1cc(O)c(-c2ccccc2Cl)c(Cl)[nH]1	3	0	17	0	0.1	-3	-13	1	7
15	CN(CCOc1ccccc1)S(=O)(=O)c1ccc2oc3ccccc3c2c1	13	8	20	-8	12	-4	-5	-4	-9
16	Cc1cc(C(=O)NCc2ccccc2F)c2ccccc2n1	-4	14	-14	-7	0.0	-7	27	-5	28
17	CC(=O)Nc1ccc(C(=O)OCC(=O)Nc2c(C)n(C)n(-c3ccccc3)c2=O)cc1	8	-5	-18	7	-0.9	13	-2	2	-8
18	CCOC(=O)CCNC(=O)N1CCCC(N2CCN(c3ccc(OC)cc3)CC2)C1 (stereo not given)	1	6	16	-6	-0.5	4	6	2	-4
19	Cc1ccc(NC(=O)c2cnn(-c3ccccc3)c2C)cc1	2	-8	-13	-2	-0.8	0	-14	6	5
20	Cc1cc(C)cc(OCC(O)CN2CCC(CN3C(=O)c4cccc5cccc(c45)C3=O)CC2)c1 (stereo not given)	39*	24	-4	-40	-5.1	-31	-10	-11	0
21	COCCn1nnnc1C(c1cc2cc(C)ccc2[nH]c1=O)N1CCN(C2CCCCC2)CC1 (stereo not given)	7	-2	14	-6	1.8	-2	-3	-1	2
22	O=C(CN1CCN(S(=O)(=O)c2ccc(Cl)cc2)CC1)Nc1ccc(F)cc1F	·	-4	12	-1	1.9	-4	8	-2	·
23	COc1cc2[nH]c(=S)n(Cc3ccc(C)cc3)c(=O)c2cc1OC	5	-1	16	8	3.1	2	-9	2	10
24	CC1C(=O)OC(c2ccc(Br)cc2)C(C)(C)C1=O (stereo not given)	0	-2	8	-4	0.4	2	3	0	-2
25	CCOc1ccccc1C(=O)NCC(=O)NCCCSc1ccccc1	0	-1	-1	1	-2.6	-1	-8	-3	-17

# (continued)
cpd	compound	TAAR1 agonist	CHRM5 antagonist	CHO-K1 Ca PAM	CHRM4 PAM	CRFBP-R2 agonist	CHRM5 PAM	CRFR2-BP antag	CHRM5 agonist	TAAR1 antag
26	C=CCOc1cccc(CNn2cn[nH]c2=S)c1	-2	-1	16	-1	0.7	2	5	-1	-1
27	Cc1ccc(N(CC(O)CN2CCCC2)S(=O)(=O)c2ccccc2)cc1 (stereo not given)	2	-9	-4	-9	1.0	-4	-17	-5	-1
28	O=C(CN1C(=O)CSC1=O)Nc1ccccc1N1CCOCC1	2	1	8	1	-1.9	-9	1	0	-24
29	Cc1ccsc1C(=O)NNC(=O)c1ccccc1F	2	-12	2	2	1.0	6	13	3	10
30	CCOc1cccc(CN2CCCC(C(=O)Nc3ccc(-c4ccn[nH]4)cc3)C2)c1O (stereo not given)	4	-7	-6	-4	-1.8	-6	-10	-6	-12
31	COc1ccc(-c2cc(C(=O)N3CCCC3)c3ccccc3n2)cc1OC	9	8	-14	-5	-0.2	-9	7	-2	7
32	Cc1cccc(Nc2c3c(nc4ccccc24)CCC3)c1	0	14	4	-11	-5.7	-12	-2	-16	-12
33	Cc1ccc(Nc2ccc(C(N)=O)cc2[N+](=O)[O-])cc1C	-1	-7	10	5	-0.1	8	40	-6	9
34	CCOc1cc(C(=O)Nc2ccon2)cc(OCC)c1OCC	6	-11	-6	2	-4.4	-2	-4	-2	17
35	O=C(CCCn1c(SCC(=O)c2ccc(O)c(O)c2)nc2ccccc2c1=O)NCC1CCCO1 (stereo not given)	3	14	8	-1	-1.1	-8	5	-2	25
36	Cc1ccc(CSCCNS(=O)(=O)c2ccc(C)cc2)cc1	1	-4	18	-3	-1.8	-6	18	-4	13
37	COc1ccc(OC)c(-c2cc(C(=O)Nc3c(C)nn(Cc4ccccc4C)c3C)no2)c1	·	5	29	6	0.7	-4	8	-3	·
38	CC(C)c1ccc(Nc2nc(CC(=O)O)cs2)cc1	-3	12	20	-1	-1.4	-10	0	-5	-8
39	CSCCC(C(=O)Nc1c(C)cccc1C)n1c(-c2cnc(C)cn2)nc2ccccc21 (stereo not given)	-1	4	·	16	·	-3	·	-1	-32
40	Cn1cnc(S(=O)(=O)Nc2ccccc2C(=O)NCC2CC2)c1	2	2	2	-14	1.1	-3	3	2	-3
41	Cc1[nH]n(-c2ccccc2)c(=O)c1C(C[N+](=O)[O-])c1ccccc1Cl (stereo not given)	11	-3	4	-3	0.2	-1	1	1	-7
42	CN(C(=O)CSc1nnc(-c2n[nH]c3ccccc23)o1)c1ccccc1	9	-6	9	1	1.1	-10	-5	1	18
43	CN1OC[C@@H]2CN[C@H](c3ccc(-c4ccc(C#N)cc4)cc3)C[C@@H]21	4	10	-2	5	1.1	-5	18	1	-8
44	O=C(NCC1CCCO1)C12CN(Cc3ccccc3)CC1C(c1cccc([N+](=O)[O-])c1)=NO2 (stereo not given)	2	19	-11	5	-0.2	3	9	0	9
45	CCc1noc(C)c1C(=O)Nc1nc(-c2ccccc2)cs1	3	-1	-10	-5	0.2	2	-8	-9	-2
46	COc1cccc(NC(=O)NCC2CCN(Cc3ccc(F)cc3)CC2)c1	3	15	6	-3	-1.4	0	3	-2	-17
47	CCCCc1ccc(NC(=S)N2CCCC2)cc1	-3	0	4	3	0.5	3	1	-4	-11
48	COc1cccc(C(=O)Nc2cccc(NC(=O)c3ccccc3Cl)c2)c1	10	10	10	-8	-6.5	-7	-17	2	68*
49	COc1ccc(NS(=O)(=O)c2cc(C(=O)N3CCC3)ccc2C)cc1	3	10	23	1	-0.8	2	4	-3	-28
50	Cc1ccc(S(=O)(=O)N(C)C)cc1NC(=O)[C@H](Cc1ccccc1)N1C(=O)c2ccccc2C1=O	13	20	9	-12	-2.6	-16	12	2	21

# Other results follow:
cpd	compound	TAAR1 agonist	CHRM5 antagonist	CHO-K1 Ca PAM	CHRM4 PAM	CRFBP-R2 agonist	CHRM5 PAM	CRFR2-BP antag	CHRM5 agonist	TAAR1 antag
51	Cc1cc(C(=O)Nc2cccc3ccccc23)co1	0	-14	-16	-2	-1.2	3	2	-4	-2
52	Cc1onc(-c2ccccc2)c1C(=O)Nc1ccc(S(=O)(=O)N2CCCCC2)cc1	3	1	17	0	1.0	-8	1	1	-29
53	Cc1ccn(CC(=O)N2CCCC(N3CCN(c4cccc(Cl)c4)CC3)C2)n1 (stereo not given)	3	5	-19	1	-2.4	-1	-4	-4	-23
54	CC1(C)Cc2nc3sc4c(=O)n(CC(=O)NCc5ccco5)cnc4c3cc2CO1	15	1	-14	0	-2.3	1	-25	3	14
55	COc1ccc2[nH]c3c(=O)n(CCCC(=O)NC4CCC(C)CC4)c(=S)[nH]c3c2c1 (stereo not given)	1	8	-2	-4	-0.2	3	10	-3	0
56	CCOc1ccccc1NC(=O)C(OC(=O)c1ccc(CC)cc1)c1ccccc1 (stereo not given)	5	1	23	6	1.6	-2	-10	-3	-10
57	COCCN1CCC(CNCc2c(C(=O)N3CCCCC3)nc3c(C)cccn23)C1 (stereo not given)	3	-3	-3	0	1.9	23*	-1	6	-17
58	O=C(Cc1csc(-c2ccccc2)n1)Nc1ccc(C(F)(F)F)cc1	1	-6	-10	9	0.4	-4	0	-1	4
59	O=C(NNC(=O)c1cccc(S(=O)(=O)Nc2ccc(Cl)cc2)c1)c1ccc(=O)[nH]c1	2	13	9	10	0.3	-4	-4	-1	-6
60	Cc1ccc(C)c(OCCC(=O)OCC(=O)NC2CCCC2)c1	1	0	-15	-5	-1.4	-3	19	3	-20
61	O=C(c1ccc2c(=O)n3c(nc2c1)CCCCC3)N1CCN(c2ccccc2)CC1	2	-4	-9	-10	-1.1	-3	5	1	-17
62	COc1cc(CCC(=O)N2CCN(c3cccc(C)c3C)CC2)cc(OC)c1OC	0	-7	14	11	0.7	5	4	-6	-14
63	COc1ccc(NC(=O)CN2C(=O)NC(C)(c3ccc(C)cc3)C2=O)c([N+](=O)[O-])c1 (stereo not given)	6	7	7	-2	0.1	1	-10	2	-5
64	O=C(NCCCn1ccnc1)c1cc(S(=O)(=O)N2CCOCC2)c(Cl)cc1Cl	11	2	19	5	1.8	8	-9	-1	-21
65	O=C(CN1C(=O)c2cccnc2C1=O)c1ccccc1	1	0	10	5	-0.2	-2	-10	0	17

# Assay outcomes from PubChem.
